# FBW7 act: human FBW7 E3 ligase activation, primary screen. AlphaScreen FBW7–phospho-cyclin E peptide binding, activator screen. normalized activity (activation), % at 26.1 µM. hit rate 0.13% among 650,000. AID 1259310; in the data active = normalized activity above about 1.9%;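 note: purified mutant Fbw7 with reduced substrate affinity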
# MITF inh: blocks human microphthalmia-associated transcription factor | O75030 | AlphaScreen MITF homodimerization, bead proximity signal | inhibition, % at 2.6 µM | hit rate 0.91% among 650,000; in the data active = inhibition above about 50%;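 note: 0% = vehicle wells with protein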
# Target sequence (O75030 whole entry, looked up): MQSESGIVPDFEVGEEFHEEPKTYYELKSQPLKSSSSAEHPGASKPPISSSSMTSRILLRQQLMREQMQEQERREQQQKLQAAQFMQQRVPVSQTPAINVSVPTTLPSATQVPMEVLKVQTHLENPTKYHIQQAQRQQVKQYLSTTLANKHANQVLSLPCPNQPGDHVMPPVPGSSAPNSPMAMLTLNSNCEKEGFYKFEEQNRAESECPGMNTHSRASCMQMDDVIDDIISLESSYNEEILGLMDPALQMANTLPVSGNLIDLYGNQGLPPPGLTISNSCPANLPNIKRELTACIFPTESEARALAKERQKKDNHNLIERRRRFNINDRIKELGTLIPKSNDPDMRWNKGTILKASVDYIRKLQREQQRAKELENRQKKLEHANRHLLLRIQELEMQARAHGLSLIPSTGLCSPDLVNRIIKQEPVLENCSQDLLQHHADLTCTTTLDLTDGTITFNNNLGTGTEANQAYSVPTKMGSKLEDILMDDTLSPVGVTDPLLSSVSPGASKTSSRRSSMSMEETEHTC
# TEAD-YAP inh: TEAD-YAP interaction inhibition | inhibition, % at 9.12 µM | AID 1259422 | hit rate 1.4% among 640,000 | HEK-TIYL cells, TEAD-Gal4/YAP UAS-luciferase luminescence; in the data active = inhibition above about 32%;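 note: 0% = median of test compound wells and 100% = reference inhibitor wells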
# GPR151 activ: activators of human GPR151; Q8TDV0; PathHunter beta-arrestin GPR151 cells, luminescence; activation, % at 11.2 µM; hit rate 1% among 650,000; AID 1508602; in the data active = activation above about 4.9%;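 note: 0% = median of compound wells and 100% = cells with positive control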
# Target sequence (Q8TDV0 whole entry, looked up): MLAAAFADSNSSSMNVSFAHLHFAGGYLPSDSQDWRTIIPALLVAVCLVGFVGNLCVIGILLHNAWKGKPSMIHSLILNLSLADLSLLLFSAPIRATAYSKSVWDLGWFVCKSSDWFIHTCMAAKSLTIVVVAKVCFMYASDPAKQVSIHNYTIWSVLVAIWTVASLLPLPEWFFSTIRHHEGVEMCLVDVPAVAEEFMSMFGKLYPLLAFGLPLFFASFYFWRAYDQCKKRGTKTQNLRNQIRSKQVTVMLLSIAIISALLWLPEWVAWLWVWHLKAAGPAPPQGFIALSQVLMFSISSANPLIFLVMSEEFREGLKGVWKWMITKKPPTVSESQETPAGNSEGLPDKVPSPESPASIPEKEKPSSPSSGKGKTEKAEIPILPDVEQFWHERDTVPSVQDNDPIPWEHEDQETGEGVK
# Numbers without * were called inactive.
SMILES,FBW7 act,MITF inh,TEAD-YAP inh,GPR151 activ
CSc1nnc(C2CCN(CC(=O)Nc3ccc4c(c3)CCC4)CC2)n1C,0.1,18,18,-1.2
COc1ccc(C(=O)N/N=C/c2ccc(OC(=O)c3ccccc3OC(C)=O)cc2)cc1,0.1,1,3,0.2
COc1cccc(-c2cc(N)n(S(=O)(=O)c3ccc([N+](=O)[O-])cc3)n2)c1,-0.3,5,4,-0.6
COc1ccc(S(=O)(=O)NCCSc2ccc(C)cc2)cc1C,0.0,-24,-4,2.2
N[C@H](Cc1ccc(F)c(F)c1)c1nc2ccc(-c3ccncc3)cc2[nH]1,-1.1,-3,0,-1.8
CSc1ccccc1C(=O)Nc1cc2c(cc1C(=O)O)OCCCO2,0.1,12,10,2.5
COC(=O)C1=C(O)/C(=C/c2cccc(O)c2)SC1=Nc1ccccc1,0.1,11,-5,-0.9
Cc1cc(SCC(=O)Nc2ccc([N+](=O)[O-])cc2)nc(=O)[nH]1,0.0,-5,3,0.4
COCCSc1nc(N)c(NC(=O)c2ccco2)c(=O)[nH]1,0.2,9,3,0.1
CCOc1cc(/C=C2\N=C(c3ccc(C)cc3)OC2=O)ccc1OC,0.0,-2,7,0.7
CN(C)CCNc1nc(-c2ccco2)c2c(c1C#N)CC(C)(C)OC2,0.0,-15,-2,-0.4
Cc1ccc(-n2nc3c(c2NC(=O)c2ccccc2F)CSC3)cc1C,-0.1,0,3,1.6
COc1ccc(NC(=O)Cn2cc(C(=O)c3ccc(C)cc3)c(=O)c3cc(C)ccc32)cc1OC,-0.2,10,6,-0.9
COc1ccc(C2C(C(=O)OC3CCCC3)=C(C)NC3=C2C(=O)CC(C)(C)C3)cc1Br (centres undefined),0.5,16,-12,1.0
Cc1ccc(S(=O)(=O)NCC(=O)N(CC(=O)NCc2ccco2)C2CCCC2)cc1,0.1,2,17,0.7
COCCn1c(=N)c(C(N)=O)cc2c(=O)n3ccccc3nc21,0.3,20,-3,0.6
O=C(Nc1ccccc1Cl)c1cc(S(=O)(=O)NC2CCCC2)ccc1F,0.1,-8,11,-7.7
CC1=C(C#N)C(c2cc(Br)ccc2OC(F)F)C(C#N)=C(C)N1,0.0,8,11,2.4
O=C(CSCc1ccccc1)Nc1ccc(S(=O)(=O)NCCc2ccccc2)cc1,0.1,10,2,1.3
N#CC1=C2SCN(Cc3ccco3)CN2C(=O)CC1c1c(F)cccc1Cl (centres undefined),-0.1,1,0,0.3
COC(=O)c1ccc(NC(=O)/C(=C\c2ccco2)NC(=O)c2ccc(Br)o2)cc1,0.1,-25,-11,0.5
COc1ccc(NC(=O)c2ccco2)cc1NC(=O)COc1ccc(Cl)cc1Cl,0.5,22,-5,0.0
O=C(Cc1ccccc1[N+](=O)[O-])Nc1ccc(-c2nnc3n2CCCCC3)cc1,0.7,-4,-1,0.9
CC(C)(C)NC(=O)C(Cc1ccccc1)NS(=O)(=O)c1ccc2c(c1)CCC(=O)N2 (centres undefined),0.0,0,5,0.7
CC(Oc1ccccc1)C(=O)Nc1ccncc1 (centres undefined),0.1,21,3,-0.9
O=C(/C=C/c1cccs1)NCC1(O)CCCC1,0.0,1,-5,-1.1
CSCCC(=O)N1CCC(Oc2ccc(C(=O)NCCc3ccccc3)cc2)CC1,0.0,6,29,0.2
COc1ccc(N=C(C)C2=C(O)c3ccccc3C2=O)cc1,0.6,22,-43,-1.6
O=C1c2ccccc2S(=O)(=O)N1Cc1cccc(Cl)c1,0.6,-4,-2,0.1
Cc1cccc(NC(=O)CN2C(=O)N/C(=C/c3ccc(Br)cc3)C2=O)c1,0.2,4,14,-0.7
Cc1cc(C)nc(SCc2nc3nc(C)cc(C)n3c2Br)n1,-0.1,-5,-16,-0.4
CC1=C(C(=O)Nc2cccc(C)n2)C(c2cccnc2)C2=C(CC(C)(C)CC2=O)N1 (centres undefined),-0.2,6,4,0.7
OCCNCCCCOc1ccc(F)cc1,0.1,-12,5,0.8
CC1(C)CC(=O)C(C=NC(CO)(CO)CO)=C(O)C1,-0.1,-2,5,0.2
CC(C)(CNC(=O)CCc1nnc(C2CCCCC2)o1)N1CCOCC1,-0.1,-1,-1,1.3
O=C(COc1ccc2ccccc2c1)Nc1ccccc1,0.1,12,-52,0.4
Cc1ccc(NC(=O)Cn2cnc3sc(C(=O)N4CCN(c5cccc(Cl)c5)CC4)c(C)c3c2=O)cc1Cl,0.4,23,3,-0.8
CC1(C)CC(=O)C2=C(C1)N(c1ncn[nH]1)C(N)=C(C#N)C2c1ccsc1 (centres undefined),0.1,-8,-1,0.4
CCCCC1=NN(C(=O)Cc2ccc(OC)c(OC)c2)C(O)(C(F)(F)F)C1 (centres undefined),0.0,-11,-6,-0.1
COc1ccc(/C=N/NC(=O)CNc2ccccc2C)cc1I,-0.1,-4,-2,-0.2
CC(C)=CCN1CCN(c2ccc3c(c2)CCN3S(C)(=O)=O)C1=O,-0.2,-13,0,0.8
CC(=O)Nc1ccc(NC(=O)CSc2nnc(N)s2)cc1,0.0,-9,13,-0.8
O=C(CCn1cccc1)Nc1ccccc1Cl,-0.2,31,-7,-0.6
O=C(N/N=C/c1cccc(Cl)c1)C(=O)Nc1ccccc1Cl,-0.1,16,-9,-0.2
Cn1cc(C(=O)NC2CCN(Cc3ccccc3)CC2)c2c3ccccc3n(C)c2c1=O,0.2,22,-3,-0.5
CCN1CCc2c(sc(NC(=S)NC(=O)/C=C/c3ccc(OC)c(OC)c3)c2C(N)=O)C1,-0.1,-1,-10,0.4
Cc1ccc(/C=C(/C#N)C(=O)NC2CCCC2)cc1,0.1,-12,-12,-0.5
O=C(Nc1ccc([N+](=O)[O-])cc1Cl)c1ccco1,0.4,7,-5,0.9
N#Cc1ccc(Cn2c(=O)oc3ccccc32)cc1,0.2,-1,1,1.6
CCOC(=O)c1c(NC(=O)CSc2nnc(N)s2)sc2c1CCC2,0.1,8,3,0.3
COc1ccc(NC(=S)NN2C(C)CCCC2C)cc1 (centres undefined),0.0,-7,-1,-1.3
CN(C)CCCOc1ccc2c(c1)CC(C(=O)Nc1ccc(-c3cn[nH]c3)cc1)CO2 (centres undefined),0.2,-2,26,-0.8
CC1=CC(=O)C(C(=O)/C=C/c2ccc(OC(F)F)cc2)C(=O)O1 (centres undefined),0.0,0,-63,-3.3
CC1=C/C(=N/NC(=O)Cc2csc(N3CCOCC3)n2)CC(C)(C)C1,-0.1,-1,13,-0.2
COc1nn(C(C)C(=O)NNC(=S)Nc2ccccc2C(F)(F)F)cc1[N+](=O)[O-] (centres undefined),0.2,-4,2,0.2
O=C(Nc1ccc(NC(=O)c2cc(Br)ccc2Cl)cc1)c1cccs1,0.1,2,-13,0.3
CCn1cc(C(=O)O)c(=O)c2cc(F)c(N/N=C\c3ccccc3[N+](=O)[O-])cc21,0.4,6,11,3.4
O=C(Cn1cc(C(=O)COc2ccccc2)c2ccccc21)NCc1ccco1,-0.1,-7,-11,1.6
Cc1oc2c(I)c(O)ccc2c(=O)c1-c1cscn1,0.3,6,-1,-2.5
Cc1ccc(CSc2nc3c(sc(=S)n3-c3ccccc3C)c3nc4ccccc4n23)c(C)c1,0.0,-7,31,2.0

# 5 compounds from above, reduced to FBW7 act, MITF inh and TEAD-YAP inh.
Molecule	FBW7 act	MITF inh	TEAD-YAP inh
O=C(Nc1ccc(NC(=O)c2cc(Br)ccc2Cl)cc1)c1cccs1	0.1	2	-13
Cc1ccc(CSc2nc3c(sc(=S)n3-c3ccccc3C)c3nc4ccccc4n23)c(C)c1	0.0	-7	31
Cc1oc2c(I)c(O)ccc2c(=O)c1-c1cscn1	0.3	6	-1
O=C(Nc1ccc([N+](=O)[O-])cc1Cl)c1ccco1	0.4	7	-5
CN(C)CCCOc1ccc2c(c1)CC(C(=O)Nc1ccc(-c3cn[nH]c3)cc1)CO2 (centres undefined)	0.2	-2	26

# Following part:
SMILES,FBW7 act,MITF inh,TEAD-YAP inh,GPR151 activ
COc1ccc(C=Nc2ccccc2C(N)=O)cc1,0.1,8,-48,0.0
O=C1C(=O)N(CCCn2ccnc2)C(c2cccc(F)c2)/C1=C(/O)c1ccc(Br)cc1 (centres undefined),0.0,-10,-9,0.2
O=C(c1ccc2c(=O)n(-c3ccccc3)c(=S)[nH]c2c1)N1CCOCC1,-0.1,-2,-5,-1.0
COc1ccc(C(=O)OCC(=O)C(C)(C)C)cc1OC,0.0,-2,-7,-1.1
CCCn1c(=N)c(C(=O)NCc2ccco2)cc2c(=O)n3cc(C)ccc3nc21,-0.1,23,5,0.1
CC1=CS/C(=C(/C#N)C(=O)N2CCCCC2)N1c1ccccc1,-0.2,-1,7,0.2
COc1ccccc1-n1c(SCc2nc3ccccc3[nH]2)nc2c(sc(=S)n2-c2ccccc2C)c1=O,-0.1,17,17,2.5
C[C@@H]1NC(=O)[C@@H]2C[C@H](NC(=O)c3ccc(Cl)cc3)CN2C1=O,0.0,16,12,0.9
CS(=O)(=O)N(CC(=O)Nc1ccc(Br)cc1)C1CCCCC1,-0.2,6,7,-1.0
CC(=O)Nc1ccc(Nc2nccn3c(-c4ccccc4)cnc23)cc1,-0.2,-12,-33,-0.1
COc1ccc(-n2nc(C(=O)NCC(=O)NCCCN3CC(C)CC(C)C3)c3ccccc3c2=O)cc1 (centres undefined),0.0,-6,7,1.1
N/C(Cc1nc(-c2ccc(Br)cc2)cs1)=N\O,0.1,5,-11,0.5
Cc1cc(Br)ccc1S(=O)(=O)n1cnc2ccccc21,0.0,-7,4,-1.5
COc1cc(S(=O)(=O)N2CCC(C(N)=O)(N3CCCCC3)CC2)ccc1-n1cnnn1,0.4,14,-14,-0.1
O=C(O)c1ccccc1C(=O)NCCCn1ccnc1,0.2,8,7,-2.1

# Laid out differently: entries from further up
Structure	FBW7 act	MITF inh	TEAD-YAP inh	GPR151 activ
CCCn1c(=N)c(C(=O)NCc2ccco2)cc2c(=O)n3cc(C)ccc3nc21	-0.1	23	5	0.1
CC1=CS/C(=C(/C#N)C(=O)N2CCCCC2)N1c1ccccc1	-0.2	-1	7	0.2
COc1ccccc1-n1c(SCc2nc3ccccc3[nH]2)nc2c(sc(=S)n2-c2ccccc2C)c1=O	-0.1	17	17	2.5
C[C@@H]1NC(=O)[C@@H]2C[C@H](NC(=O)c3ccc(Cl)cc3)CN2C1=O	0.0	16	12	0.9
CS(=O)(=O)N(CC(=O)Nc1ccc(Br)cc1)C1CCCCC1	-0.2	6	7	-1.0

# Further structures:
SMILES,FBW7 act,MITF inh,TEAD-YAP inh,GPR151 activ
Cc1ccc2cc3cc(C(=O)N4CCCCC4)oc3nc2c1,-0.2,2,4,-4.1
Nc1nonc1-c1nc2ccccc2n1CC(=O)N1CCOCC1,0.9,19,4,-0.1
COCCn1c(=O)[nH]c(=O)c2c1nc(-c1ccc3c(c1)OCCO3)n2Cc1ccccc1,-0.1,2,5,0.0
Cn1c(Nc2nc(NCCc3ccc(O)cc3)c3ncn(Cc4ccc(C(F)(F)F)cc4)c3n2)nc2ccccc21,0.0,-12,5,0.6
CCCC1CCC(C2=N/C(=C\c3ccc4c(c3)OCO4)C(=O)O2)CC1 (centres undefined),0.1,15,4,-0.5
O=C(O)c1ccc(-n2ccc(=O)cc2)cc1,0.0,-9,15,3.5
COc1cccc(NCc2n[nH]c(=S)n2C2CCCCC2)c1,-0.1,0,-8,0.6
CN1CCC(N(C2CC2)S(=O)(=O)c2ccc(NC(=O)C(C)(C)C)cc2)CC1,0.0,11,3,1.6
O=C(Nc1ccc(S(=O)(=O)N2CCC(c3nc4ccccc4[nH]3)CC2)cc1)c1cccc(Cl)c1,0.1,-11,24,0.3
CC(C)(C)N1NC2(CCCCCC2)NC1=S,-0.1,5,5,1.7
CCC(C)CC(=O)NCC1Cc2cc(-c3nc(C)cnc3C)ccc2O1 (centres undefined),0.5,13,9,-0.6
Cc1nc(NCCNS(=O)(=O)c2ccc3cccc4c3c2CC4)cc(-n2cccn2)n1,0.1,-25,2,0.7
COc1cccc(S(=O)(=O)N2CCc3nc(C)nc(N4CCOCC4)c3C2)c1,0.0,2,-6,2.0
CC(NC(=O)/C(=C\c1cccc([N+](=O)[O-])c1)NC(=O)c1ccco1)C(=O)O (centres undefined),0.0,13,10,0.9
C=CCOn1c(=O)c(-c2ccc(Cl)cc2)[n+]([O-])c2ccccc21,0.1,-5,4,1.6
Cc1cc(OCC(=O)Nc2ccc(N3CCOCC3)cc2)ccc1Br,-0.1,2,1,-1.2
COc1cc(CNn2cn[nH]c2=S)cc(Br)c1OCc1ccccc1F,-0.1,5,5,0.8
O=C1CC(c2ccco2)CC(O)=C1C=NCC1CCNCC1 (centres undefined),-0.1,1,5,0.6
CCOC(=O)Cc1csc(NC(=O)CSc2nc3c(cc2C#N)CCCC3)n1,-0.1,16,17,0.8
Cc1ccc(C)c(N2C(=O)c3ccc(C(=O)OC4CC(C)CCC4C(C)C)cc3C2=O)c1 (centres undefined),0.0,-5,5,-1.0
O=C(Nc1ccc(N2CCOCC2)cc1)c1cccc(Nc2ccc3ncccc3c2)c1,-0.1,30,-44,1.2

# A portion taken from the entries so far:
SMILES,FBW7 act,MITF inh,TEAD-YAP inh,GPR151 activ
Cc1ccc(C)c(N2C(=O)c3ccc(C(=O)OC4CC(C)CCC4C(C)C)cc3C2=O)c1 (centres undefined),0.0,-5,5,-1.0
O=C(Nc1ccc(N2CCOCC2)cc1)c1cccc(Nc2ccc3ncccc3c2)c1,-0.1,30,-44,1.2

# Screening results: PubChem BioAssay, The Scripps Research Institute Molecular Screening Center
